# Assay outcomes: PubChem, several laboratories
# ASAP1 GAP inh: blocks human ASAP1-stimulated Arf1 GTP hydrolysis. Q9ULH1. GDP FP detection. inhibition, % at 16.5 µM. 360,000 tested, 0.19% active; in the data active means inhibition above about 25%;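 further: 0% = vehicle with enzyme and substrate and 100% = no enzyme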
# Target sequence (Q9ULH1 325-724 limits assumed): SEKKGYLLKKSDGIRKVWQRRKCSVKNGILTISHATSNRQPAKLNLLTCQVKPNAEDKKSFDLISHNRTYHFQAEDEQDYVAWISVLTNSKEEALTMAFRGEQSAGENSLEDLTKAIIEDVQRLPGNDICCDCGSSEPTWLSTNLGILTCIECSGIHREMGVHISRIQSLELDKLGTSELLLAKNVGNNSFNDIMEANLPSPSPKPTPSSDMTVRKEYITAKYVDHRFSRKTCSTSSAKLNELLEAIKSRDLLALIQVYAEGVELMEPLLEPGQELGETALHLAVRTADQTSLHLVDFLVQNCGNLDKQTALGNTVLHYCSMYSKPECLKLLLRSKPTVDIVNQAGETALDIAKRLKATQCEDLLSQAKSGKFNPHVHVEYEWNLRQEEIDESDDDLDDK
# ARFGAP1 inh: inhibits rat ARF GTPase activating protein 1; Arfgap1-stimulated ARF1 GTP hydrolysis, GDP FP detection; AID 651572; Q62848; 360,000 tested, 0.26% active; inhibition, % at 16.5 µM;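 active means inhibition above a per-plate limit, mean inhibition of low control wells plus 3 SD, cut at about 25% in these data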;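 further: 0% = DMSO wells with enzyme and 100% = wells lacking Arfgap1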
# Target sequence (Q62848 1-136 limits assumed): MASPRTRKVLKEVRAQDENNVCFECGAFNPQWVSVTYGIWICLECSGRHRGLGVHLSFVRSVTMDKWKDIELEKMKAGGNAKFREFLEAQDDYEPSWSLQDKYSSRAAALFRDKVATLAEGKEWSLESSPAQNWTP
#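 Material: rat Arfgap1 GAP domain (His6, aa 1-136), purified enzyme. Also added: human ARF1(Δ1-17)-GTP substrate. Compound dosing: 16.5 µM single point, 1.26% DMSO. Timing: enzyme reaction 120 min at 25 °C after 20 min preincubation. Signal: GDP detection by fluorescence polarization. Read-out basis: percent inhibition of GAP-stimulated GDP formation, scaled between DMSO and no-Arfgap1 medians.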
# HTRA1 inhibitor: HTRA1 (human) protease inhibition; recombinant HTRA1, FP-rhodamine activity-based probe, fluorescence polarization; 340,000 tested, 0.5% active; inhibition, % at 5.96 µM; in the data active means inhibition above about 36%;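 further: 0% = enzyme with DMSO and 100% = wells lacking enzyme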
# ABHD4 inh: inhibitors of mouse ABHD4. inhibition, % at 8.92 µM. 370,000 tested, 0.54% active. Q8VD66. purified mABHD4, FP-Rh probe fluorescence polarization;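 active means inhibition exceeding the mean over every tested compound plus 3 SD, cut at about 30% in these data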;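 further: 0% = plate median of compound wells and 100% = S159A mutant with DMSO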
# Target sequence (Q8VD66 whole entry, looked up): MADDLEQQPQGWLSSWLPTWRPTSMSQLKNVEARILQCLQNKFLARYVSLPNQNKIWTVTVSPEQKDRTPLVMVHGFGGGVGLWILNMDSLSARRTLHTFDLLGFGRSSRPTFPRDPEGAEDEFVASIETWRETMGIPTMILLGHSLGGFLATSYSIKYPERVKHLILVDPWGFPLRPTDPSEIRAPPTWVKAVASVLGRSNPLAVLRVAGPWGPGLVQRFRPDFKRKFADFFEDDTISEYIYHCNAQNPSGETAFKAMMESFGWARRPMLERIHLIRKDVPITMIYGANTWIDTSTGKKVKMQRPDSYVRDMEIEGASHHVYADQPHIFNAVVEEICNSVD
#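 assay system = mABHD4 protein | compound dosing = single nominal dose of 8.92 µM, 0.89% DMSO final | read-out basis = percent inhibition of probe binding, normalized to plate controls | schedule = Enzyme–compound pre-incubation 45 min, then probe 60 min, both 25 °C | detection = fluorescence polarization, excitation 525 nm, emission 598 nm, BODIPY TMR filters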
# SMARCA2 activ: activators of SMARCA2 function; MG213 cells, MMTV-luciferase reporter, dexamethasone, overnight; activation, % at 9.1 µM; 370,000 tested, 1% active; AID 652017; in the data active means activation above about 7.8%;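 further: 0% = vehicle wells and 100% = reference activator wells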
# rCAG RNA binder: molecules binding r(CAG) RNA repeats; r(CAG) RNA repeat, TO-PRO-1 dye displacement fluorescence; inhibition, % at 3 µM; 370,000 tested, 1.3% active; AID 651821;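 active means inhibition above the plate cutoff, the mean of all test compounds on that plate plus 3 SD, cut at about 35% in these data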;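 further: 0% = DMSO alone and 100% = 100 µM mitoxantrone as full dye displacement; higher means more dye released from RNA so lower well fluorescence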
# GC-A act: GC-A (human) enzyme activation; HEK293 GC-A cells, cGMP TR-FRET, EC30 ANP; 0% at EC30 ANP, 100% saturating ANP; 370,000 tested, 0.14% active; activation, % at 10 µM; in the data active means activation above about 40%
# PG9 binder: small molecules binding HIV-1 gp120 antibody PG9 | AID 624416 | TR-FRET gp120-PG9 antibody binding | 360,000 tested, 0.43% active | inhibition, % at 6.7 µM; in the data active means inhibition above about 8.5%
# Rev-erbA mod: modulators of human Rev-erb alpha DNA binding. P20393. Rev-erbα–FITC-DNA binding, fluorescence polarization, 90 min. activity, % at 10 µM. 370,000 tested, 0.79% active. AID 1259318;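 active means activity above about 14%, limit read from the data; passing the limit was not always enough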;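 further: 0% = DMSO wells with 35 nM protein and 100% = DMSO wells with 750 nM protein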
# GC-B act: GC-B (human) receptor activation; HEK293-GC-B cells, CNP EC30, cGMP TR-FRET; 0% at EC30 CNP, 100% saturating CNP; 370,000 tested, 0.11% active; activation, % at 10 µM;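 active means activation at 10 µM reaching about 35% in either raw or pattern-adjusted values, limit read from the data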
# The depositor's hits bear a star; x = not tested or not shown.
# Sequence of screens: ASAP1 GAP inh	ARFGAP1 inh	HTRA1 inhibitor	ABHD4 inh	SMARCA2 activ	rCAG RNA binder	GC-A act	PG9 binder	Rev-erbA mod	GC-B act
> Cc1ccc(NC(=S)NCCCN2CCOCC2)cc1
    0	0	-2	-6	-2	0	-1	0.0	-6	-5
> COc1ccc(/C=N\NC(=O)c2ccc([N+](=O)[O-])c(C)c2)cc1COc1ccccc1C(N)=O
    47*	78*	-23	-28	-1	14	-2	0.7	-21	0
> CC(C)C(=O)Nc1c(C(=O)N2CCN(c3ncccn3)CC2)oc2ccccc12
    1	-1	11	-1	-1	-5	-2	-0.8	-6	-4
> O=C(CN1CCN(c2ccccn2)CC1)Nc1ccc2ccccc2c1
    -4	1	-4	-2	6	-7	-2	-0.7	1	-1
> Fc1ccc(C2=NNC(=NCc3ccccc3)SC2)cc1F
    -2	9	-20	6	-1	5	4	1.9	3	1
> c1ccc(-c2cn3cccnc3n2)cc1
    -7	-3	4	3	0	2	5	2.4	0	2
> O=C(NCc1cccc(Cl)c1)c1ccc2nc[nH]c2c1
    -10	4	4	1	-2	0	1	-1.4	4	0
> Cc1c(Cl)c([N+](=O)[O-])nn1Cc1ccc(C(=O)Nc2ccc(Cl)cn2)o1
    -5	16	-11	-4	-2	4	7	-1.2	4	0
> CC(=O)c1cccc(S(=O)(=O)NC2CC2)c1
    1	3	-1	3	-3	2	0	0.6	4	3
> Cc1cccc(C(=O)Nc2cccc(C(=O)N/N=C/c3cccc(C)n3)c2)c1
    0	-3	-6	-4	2	-2	2	-0.6	-2	7
> Brc1ccc(N=Nc2ccc3ccccc3n2)cc1
    4	7	5	2	-1	-2	3	-1.4	0	-3
> COc1ccc(NC(=O)CCC(=O)Nc2cc(OC)c(NC(=O)c3cccs3)cc2OC)cc1
    -3	3	3	4	-1	2	-1	0.4	3	-4
> COc1cc(NC(=O)COc2cc(O)c3c(c2)OC(C)(C)CC3=O)cc(OC)c1
    7	7	-36	-13	-1	-1	3	-1.2	-2	-1
> O=C(O)C1CC=CCC1C(=O)Nc1ccccc1Cl (centres undefined)
    -3	8	6	4	-2	0	0	-0.4	-1	8
> O=Cc1c(NCc2ccccc2F)c2ccccc2[nH]c1=O
    12	8	-6	0	-2	-1	9	-1.6	0	-3
> COc1cc(C2NC(=O)NC(C)=C2C(=O)OCC2CCCO2)ccc1O (centres undefined)
    18	5	9	3	0	0	-1	-0.4	-1	0
> O=C(N/N=C/C(Cl)=C/c1ccc([N+](=O)[O-])cc1)C(=O)Nc1cccc(C(=O)O)c1
    11	3	-1	-9	1	18	0	-0.2	-1	0
> COc1ccccc1NS(=O)(=O)c1ccc2[nH]c(=O)[nH]c2c1
    4	6	3	9	0	1	2	-1.0	-6	1
> CCOC(=O)CC(=O)CSc1ccc2nnc(-c3ccc(F)cc3)n2n1
    -5	2	-6	18	-2	9	2	0.1	5	2
> CC(=O)N1c2ccc(S(=O)(=O)N3CCC(C(=O)NC4CCC(C)CC4)CC3)cc2CC1C (centres undefined)
    -3	-9	3	-5	-1	-7	-3	0.0	5	4
> COc1ccccc1-c1sc2ccccc2c1-c1ccc2c(c1)OCO2
    9	-7	-10	-10	1	4	-2	-1.8	0	-6
> C=CCC[C@H](Cc1ccc(F)cc1)C(=O)OC[C@@H](C)NC(=O)[C@H](CC=C)CC(=O)N(CCO)Cc1ccccc1
    5	14	-9	-5	-3	-1	-10	-0.9	1	-1
> CC(=O)Nc1ccc(NC(=O)CCN2C(=O)C3CC=CCC3C2=O)cc1 (centres undefined)
    11	1	2	2	6	0	-5	-2.1	-11	-6
> c1ccc(-c2nc3c([nH]2)CCc2nonc2-3)cc1
    1	-3	6	-1	3	1	3	-2.0	-1	4
> COC(C(=O)Nc1ccc(F)c(F)c1)c1ccccc1 (centres undefined)
    4	-8	-1	-10	-1	1	-5	1.4	-1	3
> C#CC[N+](C)(C)CC#Cc1ccc(Cl)cc1
    9	-3	-6	-1	0	5	0	-0.4	1	-3
> CCOCc1nnc(NC(=O)c2cc(C(=O)OC)cc([N+](=O)[O-])c2)s1
    17	3	4	0	-2	3	-6	-3.4	-2	-3
> O=C(CN1C(=O)CSc2ccc(S(=O)(=O)N3CCOCC3)cc21)NCCc1ccccc1
    -8	8	3	1	-2	3	-1	-2.7	-1	3
> O=C(O)c1cc(-n2nnnc2SCc2ccccc2F)ccc1Cl
    -4	-2	-4	2	-5	1	-1	0.2	-4	0
> COC(=O)CCc1c(C)nc(N)[nH]c1=O
    -7	-2	2	-1	-2	2	0	0.7	-2	6
> CC(OC(=O)c1ccc(F)c(S(=O)(=O)N2CCOCC2)c1)C(=O)NCC1CCCCC1 (centres undefined)
    -4	-9	0	-4	-4	0	-2	0.6	8	7
> CCCCCCn1ccc(=N)cc1
    4	13	-2	-3	-4	4	3	0.7	4	9
> C#CC1CN(Cc2ccccc2)CC(C#C)N1C (centres undefined)
    7	0	0	4	-3	-3	-5	2.4	2	2
> Clc1ccc(-c2cc3nc(NCc4cccc(Cl)c4)ccn3n2)cc1
    11	2	x	-32	2	7	8	-1.4	1	-12
> Cc1ccnc(NCc2c(O)ccc3ccccc23)c1
    9	-9	2	6	-3	-1	-1	-0.9	-1	0
> Cc1ccc2nc(C)cc(Nc3ccc([N+](=O)[O-])cc3)c2c1
    -2	7	x	2	8	8	-3	-2.1	11	-1
> Cc1ccc(N(CC(O)CN2CCCCC2)S(=O)(=O)c2ccc(C)cc2)cc1 (centres undefined)
    8	12	4	6	-4	-4	-6	-0.4	-4	-4
> CCCOc1ccc(/C=C/C(=O)NCc2ccccc2)cc1
    14	3	-18	-10	-2	-5	0	-0.4	-1	2
> CCOc1ccc(S(=O)(=O)N(C)c2ccc(OCC(=O)OCc3c(C)noc3C)cc2)cc1
    5	12	-10	4	-3	-4	3	0.7	4	3
> COc1ccc(Cl)cc1/C=C1/C(=O)ON=C1C
    -3	10	3	-4	-3	1	20	-2.5	1	9
> Cc1ccc(Cl)cc1NC(=O)COC(=O)C1CCCC1
    -6	4	-2	-5	1	2	7	-0.1	-13	-4
> COc1ccc(Br)cc1/C=N/NC(=O)CN1CCN(Cc2ccccc2)CC1
    -12	9	4	-4	-6	4	-7	-0.9	-3	-9
> CCC(=O)N(CCc1ccc(S(N)(=O)=O)cc1)C1CC(=O)N(c2ccc(OC)cc2)C1=O (centres undefined)
    -2	9	8	0	-4	8	1	0.7	-3	1
> COc1oc(-c2ccccc2C)nc1C(F)(F)F
    -3	7	2	-1	-2	-1	-2	-1.0	6	2
> C/C(=N\NC(=O)C(=O)Nc1cc(C)ccc1C)c1ccncc1
    2	-1	-5	8	-1	2	-4	-3.3	2	-2
> CC(=O)N1CCN(S(=O)(=O)c2ccc(S(=O)(=O)NC3CC3)cc2)CC1
    8	7	4	-3	-1	0	2	-2.7	-1	0
> COC(=O)CNC(=O)C1CCN(S(=O)(=O)c2cnc[nH]2)CC1
    -1	11	-3	-1	2	1	2	-1.6	7	3
> O=C(Cn1nc(-c2cccc(Cl)c2)ccc1=O)Nc1cccnc1
    -8	-8	1	-4	-1	2	-2	3.3	1	-8
> CC1(C)OC(=O)C(=NNc2ccccc2C(=O)O)C(=O)O1
    6	-7	3	-4	-4	-2	-3	2.5	11	-1
> CN(CC(=O)Nc1ccccc1Cl)C(=O)Cn1cnc2ccccc2c1=O
    -9	-24	-6	1	0	2	2	1.0	-3	3
> COC(=O)NNC(=O)C(c1ccccc1)c1ccccc1
    -2	-2	5	1	-4	0	0	-0.7	-8	3
> CCOc1cc(C#N)c(NC(=O)Cn2nnc3ccccc32)cc1OCC
    -8	-2	4	4	-3	0	5	-0.1	1	-3
> Cc1c(C)c(C)c(S(=O)(=O)NCCC(=O)N2CCN(Cc3ccc(C#N)cc3)CC2)c(C)c1C
    9	-4	-1	3	-2	4	4	1.1	3	0
> CNC(=O)c1ccccc1NC(=O)C1CC(=O)N(C(C)C)C1 (centres undefined)
    -1	10	-1	-3	2	11	3	-1.0	0	4
> CCCC(=O)Nc1ccc(C(=O)COC(=O)c2cc(C)oc2C)cc1
    4	9	-16	-6	-3	2	-1	-2.4	1	3
> CSc1ccc(NC(=O)CC(C)=O)cc1
    7	-6	-8	-7	2	9	3	-2.8	0	1
> Cc1cc(NC(=O)CSc2c3c(nc4ccccc24)CCC3)no1
    -4	-4	-3	2	3	4	6	-1.9	5	-2
> Cc1ncoc1C(=O)N1CCCC(N2CCN(c3cccc(C(F)(F)F)c3)CC2)C1 (centres undefined)
    -4	4	4	-11	-2	-7	0	0.5	-6	0
> COc1ccc(N=C2SC(C(N)=O)CC(=O)N2Cc2ccc3c(c2)OCO3)cc1 (centres undefined)
    11	-4	1	-5	-2	-3	-4	0.3	-4	-4
> CN(C)C(=O)c1cc([N+](=O)[O-])ccc1O
    -4	-6	-10	6	-2	0	3	2.0	1	5

# A draw from above in order of number of heavy atoms, largest number first.
# Sequence of screens: ASAP1 GAP inh	ARFGAP1 inh	HTRA1 inhibitor	ABHD4 inh	SMARCA2 activ	rCAG RNA binder	GC-A act	PG9 binder	Rev-erbA mod	GC-B act
> CC(C)C(=O)Nc1c(C(=O)N2CCN(c3ncccn3)CC2)oc2ccccc12
    1	-1	11	-1	-1	-5	-2	-0.8	-6	-4
> COc1ccc(Br)cc1/C=N/NC(=O)CN1CCN(Cc2ccccc2)CC1
    -12	9	4	-4	-6	4	-7	-0.9	-3	-9
> Fc1ccc(C2=NNC(=NCc3ccccc3)SC2)cc1F
    -2	9	-20	6	-1	5	4	1.9	3	1

# More entries:
# Sequence of screens: ASAP1 GAP inh	ARFGAP1 inh	HTRA1 inhibitor	ABHD4 inh	SMARCA2 activ	rCAG RNA binder	GC-A act	PG9 binder	Rev-erbA mod	GC-B act
> Cc1cc(C)n2c(SCC(=O)N(CC(C)C)c3c(N)n(CC(C)C)c(=O)[nH]c3=O)nnc2n1
    -14	-7	4	0	0	-2	1	0.6	2	-2
> O=C(NNc1nc2cc3c(cc2s1)OCO3)c1ccccc1
    11	8	12	20	0	5	-3	-1.7	8	0
> COc1cc(C(=O)N2CCN(c3cccc(C(F)(F)F)c3)CC2)ccc1OCC(=O)N1CCOCC1
    -8	-11	-4	2	-2	1	-1	-1.0	-5	1
> Cc1ccc(-c2cc3c(N=O)c4ccccc4c-3n[nH]2)cc1
    19	-1	-22	-24	-6	15	11	0.6	-25	-7
> Cc1nn(-c2ccccc2)c(C)c1NC(=O)COc1ccc2ccccc2c1
    -2	7	-10	-8	-5	-2	3	-2.6	4	-9
> CNC(=O)C1(C)Cc2c(-c3ccc4c(c3)OCO4)ccnc2O1 (centres undefined)
    -4	4	x	-4	-1	3	10	1.0	3	4
> Cc1nn(-c2ccccc2)c2sc(-c3n[nH]c(=S)o3)cc12
    3	-3	-3	13	-2	65*	8	0.2	0	-5
> Cc1ccc(C)c(NC(=O)CN2C(=O)NC(C)(c3ccc4c(c3)OCCO4)C2=O)c1 (centres undefined)
    -1	8	-3	-1	1	-1	5	-0.6	2	5
> Cc1cc(/C=N/NC(=O)C(O)(c2ccccc2)c2ccccc2)c(C)n1-c1ccccc1
    1	-15	-9	5	-2	10	-8	0.8	-2	-3
> O=C(NCc1ccccc1)[C@@H]1CCCN1C(=O)[C@H]1CCCN1C(=O)c1ccccc1
    -2	-11	x	-1	2	1	1	0.4	-5	-3

# Rows were taken by chance, and some 4.4% of all compounds hit somewhere here.
